# RORgamma inh: qHTS for inhibitors of ROR gamma transcriptional activity | Nuclear receptor ROR-gamma (Mus musculus), P51450 | Drosophila S2 Gal4-RORgamma UAS-luciferase reporter, 20 h | Potency, µM (titrated, usually from 53.6 µM), without a hit: at the top dose activity change, negative = inhibition, usual class: inhibitors | 310,000 tested, 5.4% active | AID 2551, 2010; note: potency is the fitted concentration of half-maximal effect; % is set by controls: 0 for no effect and ±100 for the full control effect; nearly all actives have a fitted effect of over 60% in size
#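 Luciferase reporter read in Schneider cells carrying Gal4-RORγ (mouse) and UAS-Photinus luciferase; cells given compound 1 h before 700 uM copper sulfate induction, then incubated 20 h at ambient temperature.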
# NPC1 promoter act: qHTS Assay for NPC1 Promoter Activators; Huh7 NPC1 promoter luciferase reporter, 24 h; Potency, µM (series often up to 9.22 µM), for the others: top-dose activation, hits mostly activators; 320,000 tested, 2.4% active; AID 485313, 2010;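 note: potency is the fitted concentration of half-maximal effect; % of control where 0% means no effect; nearly all actives have a fitted effect of over 60% in size; reporter is driven by a mutant NPC1 promoter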
#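 Readout is luciferase luminescence, reflecting NPC1 promoter activation in stably transfected Huh7 cells after 24 h compound exposure at 37 °C in reduced-serum medium with 10% FBS.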
# Rab9 promoter act: qHTS Assay for Rab9 Promoter Activators; Huh7 Rab9 promoter-luciferase reporter, luminescence, 24 h; 320,000 tested, 2.8% active; Potency, µM (titrated, usually from 9.22 µM), without a hit: at the highest dose activation, negative = inhibition, hits mostly activators; note: potency is the fitted concentration of half-maximal effect; % of control where 0% means no effect; nearly all actives have a fitted effect of over 60% in size
#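 Measured in stably transfected Huh7 cells bearing a Rab9 promoter–luciferase construct: 24 h compound treatment at 37 °C, followed by luminescence detection.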
# ELG1 genotox: qHTS screen for small molecules that induce genotoxicity in human embryonic kidney (HEK293T) cells expressing luciferase-tagged ELG1; HEK293T ELG1-luciferase reporter, luminescence, 16 h; Potency, µM (series often up to 46 µM), for inactives: top-dose activity change, positive = activation, usual class: activators; 330,000 tested, 1.3% active; AID 504466, 2011; note: potency is the fitted concentration of half-maximal effect; % of control where 0% means no effect; nearly all actives have a fitted effect of over 60% in size
#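 HEK293T cells expressing luciferase-tagged ELG1 were treated with compound or DMSO for 16 hr at 37°C. Luciferase activity was then read after 30 min with ONE-Glo at room temperature; rising signal flags genetic stress.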
# FLuc modulator: qHTS profiling assay for firefly luciferase inhibitor/activator using purifed enzyme and Km concentrations of substrates (counterscreen for miR-21 project); AID 588342, 2011; 360,000 tested, 6.9% active; purified FLuc, Km substrates, luminescence inhibition; Luciferin 4-monooxygenase (Photinus pyralis), P08659; Potency, µM (doses to about 57.5 µM), inactives show at the top dose activity change, negative = inhibition, most hits filed as inhibitors;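 note: potency is the fitted concentration of half-maximal effect; plate controls were vehicle for no effect and reference inhibitor for full effect; nearly all actives have a fitted effect of over 55% in size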
# Target sequence (P08659 whole entry, looked up): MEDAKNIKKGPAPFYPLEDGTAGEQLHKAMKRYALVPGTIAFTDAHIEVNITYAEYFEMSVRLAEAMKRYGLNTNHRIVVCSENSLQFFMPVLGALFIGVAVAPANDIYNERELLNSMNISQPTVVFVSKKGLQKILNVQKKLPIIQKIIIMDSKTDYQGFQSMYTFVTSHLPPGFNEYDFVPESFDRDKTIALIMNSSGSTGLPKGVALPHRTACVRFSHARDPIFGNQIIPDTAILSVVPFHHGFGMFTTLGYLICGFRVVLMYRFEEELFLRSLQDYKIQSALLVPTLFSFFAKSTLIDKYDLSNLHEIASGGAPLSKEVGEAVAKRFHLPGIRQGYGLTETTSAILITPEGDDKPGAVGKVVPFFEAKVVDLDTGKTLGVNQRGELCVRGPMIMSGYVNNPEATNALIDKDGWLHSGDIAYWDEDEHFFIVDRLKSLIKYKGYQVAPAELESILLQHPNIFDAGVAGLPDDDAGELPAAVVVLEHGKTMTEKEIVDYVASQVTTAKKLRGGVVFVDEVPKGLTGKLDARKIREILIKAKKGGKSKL
#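 Purified P. pyralis luciferase, 10 nM final, with Km-level 10 uM D-luciferin and 10 uM ATP in 50 mM Tris acetate pH 7.5, 10 mM Mg acetate, 0.01% Tween-20, 0.05% BSA; 6-point qHTS titration about 60 µM downward; luminescence read.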
# Tb PFK block: qHTS Assay to Find Inhibitors of T. brucei phosphofructokinase; T. brucei PFK, ADP-Glo luminescence; Potency, µM (doses to about 57.5 µM), inactives show at the top dose activity, negative = inhibition, actives largely listed as inhibitors; 330,000 tested, 0.17% active;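 note: potency is the fitted concentration of half-maximal effect; 0% = uninhibited 1x PFK enzyme wells and -100% = no-enzyme wells; nearly all actives have a fitted effect of over 60% in size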
# Target sequence (O15648 whole entry, looked up): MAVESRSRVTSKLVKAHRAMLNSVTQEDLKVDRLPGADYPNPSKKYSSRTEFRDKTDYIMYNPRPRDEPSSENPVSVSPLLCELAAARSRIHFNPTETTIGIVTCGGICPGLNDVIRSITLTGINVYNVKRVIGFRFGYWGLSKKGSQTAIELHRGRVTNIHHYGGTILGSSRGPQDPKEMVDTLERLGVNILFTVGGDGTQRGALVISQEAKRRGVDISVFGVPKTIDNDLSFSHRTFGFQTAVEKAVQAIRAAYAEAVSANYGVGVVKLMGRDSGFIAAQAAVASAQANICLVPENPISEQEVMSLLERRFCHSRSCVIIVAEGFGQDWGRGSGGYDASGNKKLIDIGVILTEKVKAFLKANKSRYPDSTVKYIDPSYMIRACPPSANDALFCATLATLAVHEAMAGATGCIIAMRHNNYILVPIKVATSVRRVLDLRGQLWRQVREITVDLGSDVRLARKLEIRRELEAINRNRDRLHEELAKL
#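 ADP-Glo luminescence quantified ADP after 45 min at room temperature, with 1.25 nM T. brucei PFK, 0.1 mM ATP and 0.5 mM fructose-6-phosphate in pH 8.0 TEA buffer. qHTS titrations up to 57 µM; curves classified by quality.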
# Giardia killer: Small Molecules that selectively kill Giardia lamblia: qHTS | activity change, % at 7.66 µM, hits read low | 340,000 tested, 0.15% active | Giardia lamblia trophozoite viability; in the data active = activity change below about -80%; inconclusive = between about -30% and that limit;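 note: parasites exposed to compound for two days anaerobically before the ATP read; % is set by controls: 0 for no effect and ±100 for the full control effect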
#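 ATP-content bioluminescence gauges trophozoite survival. Cells (100/well) receive compound and incubate anaerobically for 48 hrs at 37 deg C; detection reagent follows for 15-30 min at room temperature.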
# Gal4-VP16 FLuc: VP16 counterscreen qHTS for inhibitors of ROR gamma transcriptional activity. Potency, µM (doses to about 53.6 µM), for the others: top-dose activity, negative = inhibition, hits mostly inhibitors. AID 2546, 2010. 310,000 tested, 3.5% active. Drosophila S2 Gal4-VP16 UAS-luciferase, luminescence, 20 h;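 note: Gal4-VP16 expression switched on by copper sulfate through the metallothionein promoter; potency is the fitted concentration of half-maximal effect; % is set by controls: 0 for no effect and ±100 for the full control effect; nearly all actives have a fitted effect of over 50% in size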
# Coupling enz: qHTS Assay for Inhibitors of Fructose-1,6-bisphosphate Aldolase from Giardia Lamblia: Coupling assay counterscreen. coupling enzyme system counterscreen, AmpLite Red fluorescence. 290,000 tested, 0.67% active. activity change, negative = inhibition, % at 58.2 µM, hits read low. AID 2472, 2010; in the data active = activity change below about -30%; note: % is set by controls: 0 for no effect and ±100 for the full control effect
#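 Coupling enzymes only (glyceraldehyde-3-phosphate) + compound, at 57.5 uM final, 10 min RT; add substrate/coupling/AmpLite Red mix, 20 min RT; fluorescence ex 525/em 598 nm. Actives flag coupling-system interference.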
# uPA surface inh: qHTS for Inhibitors of Cell Surface uPA Generation; cell surface uPA generation assay, qHTS; Potency, µM (top dose mostly 38.3 µM), for inactives: at the top dose activity change, negative = inhibition, actives largely listed as inhibitors; 330,000 tested, 0.31% active; AID 540303, 2011; active = well fitted inhibition curve with a large enough effect; inconclusive = small, poorly fitted or top-dose-only effect; inactive = no such curve, though single readings can be large or run the other way; tested in mouse RAW 264.7 cells; note: potency is the fitted concentration of half-maximal effect; % is set by controls: 0 for no effect and ±100 for the full control effect; nearly all actives have a fitted effect of over 55% in size
# KCNH2 3.1 block: qHTS for Inhibitors of KCHN2 3.1: Mutant qHTS; Potassium voltage-gated channel subfamily H member 2, brain isoform KCNH2 3.1 (human); U2OS KCNH2 3.1, thallium flux FluxOr; active compounds read low; activity change, % (tested at about 1.8 µM); 340,000 tested, 0.95% active;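 active = maximum activity change below -70%; inconclusive = maximum activity change from -70% to -50%; inactive = maximum activity change above -50%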;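 note: thallium influx rate constant from kinetic fluorescence after stimulation buffer; % is set by controls: 0 for no effect and ±100 for the full control effect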
#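 Channel expression came from 3.1 mutant virus (1.77 x 10^8 /mL) applied to suspended U2OS cells for 4 h. Flux was tracked with FluxOr dye plus Red40 quencher, and kinetic rate constants normalized to controls.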
# Active calls of the source: *; ? = inconclusive; nt = not tested or not shown; & = joins results of further samples; [ ] = dose if it differs, or a comment. Unless noted, calls come from the whole dose curve; as a rule, active = well fitted curve in the direction sought with a large enough effect; inconclusive = small, poorly fitted or top-dose-only effect, or another doubt; inactive = no such curve, though single readings can be large; an effect the other way counts as inactive or inconclusive. Random draw from the library; about 14% have a hit in one of these screens.
SMILES,RORgamma inh,NPC1 promoter act,Rab9 promoter act,ELG1 genotox,FLuc modulator,Tb PFK block,Giardia killer,Gal4-VP16 FLuc,Coupling enz,uPA surface inh,KCNH2 3.1 block
COc1cc(OC)c(C2N(c3ccc(Cl)c(Cl)c3)C(=O)C3CCCN32)cc1OC (stereo not given),15%,0%,0%,-9%,0%,-4%,-5,-9%,2,-4%,3
COc1cc(C(=O)NCc2nnc(SCC(=O)NC3CCCC3)o2)cc(OC)c1OC,-12%,4%,2%,-5%,-3%,-2%,24,3%,nt,-2%,27
CCOc1ccccc1NS(=O)(=O)c1cccc2nsnc12,1%,0%,-10%,-10%,1%,-2%,-5,3%,-12,6%,3
CCc1cc2c(=O)n(-c3ccccc3)c(=S)[nH]c2s1,2.5µM*,0%,5%,0%,-1%,-3%,13,4.5µM*,0,nt,6
COc1ccc(-c2cc(C(F)(F)F)n3nc(C(=O)Nc4cc(C)on4)cc3n2)cc1OC,5%[0.365 µM],-8%,2%,1%,6%,-18%,8,nt,1,8%,-8
Cc1ccc(-c2cc(C(=O)NCc3ccco3)no2)cc1,?,2.8µM*,2.2µM*,?,?,3%,-11,14%,3,-11%,4
COc1ccc(Br)cc1CN(C)C(=O)c1cc(Cl)c2c(c1)OCCO2,3%,-1%,-1%,0%,1%,10%,8,5%,2,1%,8
Cc1ccc(NS(=O)(=O)c2ccc3[nH]c(=O)[nH]c3c2)cc1,11%,-7%,0%,0%[9.26 µM],1%,1%,29,5%,0,2%,-16
O=C(COc1ncnc2scc(-c3ccccc3)c12)NCCN1C(=O)CSC1=O,23%,0%,1%,3%,0%,1%,nt,-11%,-2,nt,nt
COC(=O)c1ccccc1NC(=O)N[C@@H](C)C(=O)OC,-8%,4%,-5%,1%,1%,-2%,0,-3%,0,3%,-4
COc1ccc(N2C(=O)N(Cc3cccc(F)c3)c3ccccc3S2(=O)=O)cc1,-3%,-6%,4%,4%,-3%,2%,nt,-2%,-2,nt,nt
C=CCOc1cccc(C2C(C(=O)c3ccco3)=C(O)C(=O)N2Cc2ccncc2)c1 (stereo not given),-19%,-1%,1%,-1%,0%,-5%,-1,29%,1,1%,nt
Cc1nn2cc(-c3ccccc3)nc2s1,11µM*,0.35µM*,1µM*,?,4.3µM*,-2%,7,?,0,?,-9
COc1cccc(-n2cc3c(=O)n(C)c(=O)n(C)c3c2)c1,17%,22%,?,2%,?,4%,-23,25%,-11,-14%,2
CS(=O)(=O)c1ccc(Cl)c(NC(=O)COC(=O)CNC(=O)c2ccc(Br)o2)c1,22%,1%,1%,3%,0%,-4%,-1,-3%,-2,-3%,14
Nc1ncc(-n2cncn2)c(-c2ccccc2)n1,11%,1%,-3%,-4%,-1%,-4%,12,-1%,-2,1%,-13
O=S(=O)(Nc1ccc(C(F)(F)F)cn1)c1ccccc1,11%,0%,0%,1%,0%,-11%,3,-5%,4,12%,12
CCc1ccccc1NC(=O)COC(=O)C1CC(=O)N(c2ccc(F)cc2)C1 (stereo not given),-16%,0%,-9%,2%,1%,4%,-7,3%,-15,nt,6
Cc1cc(C)n(C(=O)c2ccc([N+](=O)[O-])cc2N)n1,-6%,-1%,-1%,0%,-4%,1%,13,0%,-1,1%,-8
Cc1ccc(C(=O)OCC(=O)NCCc2ccccc2)cc1C,nt,-3%,14%,3%,2%,0%,-12,nt,nt,-3%,-15
O=C(CCNS(=O)(=O)c1ccccc1C(F)(F)F)N1CCN(C(c2ccccc2)c2ccccc2)CC1,nt,-6%,-5%,-7%,2%,15%,-17,nt,nt,-6%,-6
CC(=O)c1cccc(S(=O)(=O)N(Cc2cc3cc4c(cc3[nH]c2=O)OCCO4)CC2CCCO2)c1 (stereo not given),4%,-1%,-1%,0%,-1%,-1%,2,7%,-2,4%,3
Cc1cc(C(=O)N2CCN(c3ccc([N+](=O)[O-])cc3)CC2)n[nH]1,1%,-9%,-2%,-3%,-1%,0%,-26,7%,0,5%,-4
Cc1ccc(NS(=O)(=O)c2ccc3c(c2)n(C)c(=O)n3C)cc1C,?,-4%,-8%,17%,-3%&2%,-6%,-8,-22%,3,?,2
O=C(Cn1[nH]c(=O)c2ccccc2c1=O)NCc1cccnc1,16%,-4%,0%,12%,4%,4%,-15,2%,2,4%,-11
CC(=O)Nc1nc(-c2ccccc2)nc(C)c1C(C)=O,-3%,-3%,6%,0%,0%,-17%,-21,11%,2,-2%,5
CCOc1ccc(N(CC(=O)NCc2ccccc2)C(=O)Cn2nnc(-c3ccc(C)o3)n2)cc1,-3%,2%,-2%,-11%,1%,-4%,16,-3%,-2,2%,-6
OCC[C@@H]1C[C@H](O)[C@@H](O)[C@]2(Cc3ccccc3CO2)O1,9%,-2%,0%,2%,1%,6%,-12,0%,2,-8%,-5
CN(C(=O)COc1ccc(Br)cc1Cl)C1CCCCC1,26%,6%,26%,8%,?,2%,-4,20%,3,17%,-7
CC(C)C[C@H](NC(=O)c1nc[nH]c1C(=O)NC1CCNCC1)C(=O)OC(C)(C)C,nt,0%,-2%,0%,-2%,4%,18,nt,nt,-1%,1
CCOc1ccc(N2CC(C(=O)Nc3ccc(S(=O)(=O)N4CCCCC4)cc3)CC2=O)cc1 (stereo not given),nt,-5%,-3%,-4%,5%,-5%,-6,nt,nt,-5%,-12
COc1ccc(S(=O)(=O)N2CCN(CCOc3ccccc3Cl)CC2)cc1OC,nt,-1%,-6%,-7%,nt,-2%,0,nt,nt,1%,21
CCOC(=O)C1CCN(C/C=C/c2ccccc2)CC1,-28%,1%,2%,-2%,1%,-6%,-20,-8%,4,1%,3
Cc1ccccc1NC(=O)OCc1cn(-c2ccc(Cl)cc2)nn1,-9%,-2%,5%,0%,4%,4%,10,1%,0,0%,0
CC(C)(C)c1ccccc1OCC(=O)NCCC(=O)O,-5%,-5%,0%,2%,3%,3%,0,2%,3,5%,-2
CCN[C@H]1C[C@H](C)S(=O)(=O)c2sc(S(N)(=O)=O)cc21,nt,-2%,-1%,-8%,0%,0%,1,nt,nt,6%,5
Cc1ccc(NC(=O)COC(=O)C2CCN(c3ccc(C(F)(F)F)cn3)CC2)cc1C,nt,0%,-1%,-3%,-10%,0%,-4,nt,nt,7%,-3
COc1ccccc1/C=N/NC(=O)CSc1cc(C)nc2ccccc12,11µM*,-3%,0%,-2%,0%,-7%,-13,-14%,2,-14%,-1
CS(=O)(=O)N(CC(=O)N1CCCCCC1)c1cccc(Cl)c1Cl,-21%,0%,0%,-6%,2%,0%,-15,3%,2,29%,0
CC(C)c1ccc(NC(=O)CN2C(=O)NC3(CCCC3)C2=O)cc1,0%,3%,-9%,7%,0%,0%,11,4%,-1,-1%,-12
Cc1cccc(C(=O)NC(C)C(c2cccs2)N2CCOCC2)c1 (stereo not given),15%,1%,0%,-7%,0%,-1%,26,10%,1,2%,3
CCOc1ccc(Nc2nc(Cl)nc(NCCO)n2)cc1,?,-4%,-5%,2%,2%,0%,-6,4%,-1,-11%,-13
CN(C)CCNC(=O)/C=C/c1cn(-c2ccccc2)nc1-c1cc2ccccc2oc1=O,?,-2%,-3%,0%,-2%,1%,-23,8%,2,10%,5
O=C(NCCCN1CCOCC1)c1ccc2c(c1)N(Cc1ccc(Cl)cc1)C(=O)c1ccccc1S2=O (stereo not given),-14%,-4%,-9%,1%,4%,3%,5,-12%,-1,-7%,-17
CCN(CC)Cc1c(O)ccc2c(=O)c(-c3ccc4c(c3)OCCO4)coc12,23%,2%,-10%,4%,2%,3%,13,4%[0.365 µM],1,-5%,5
COc1cccc(-c2nc(SCC(=O)Nc3nc(-c4ccccc4)c(C)s3)[nH]c(=O)c2C#N)c1,6%,-5%,-9%,0%,?,3%,-25,-1%,6,2%,8
O=C1c2ccccc2NC(c2ccccn2)N1c1ccccc1F (stereo not given),-8%,-5%,-8%,2%,3%,1%,-17,-7%,0,nt,13
CC(C)C(NC(=O)c1c(F)cccc1F)C(=O)NCCc1ccc(S(N)(=O)=O)cc1 (stereo not given),1%,-1%,0%,0%,14%,2%,1,3%,0,-4%,6

# Screening results as filed in PubChem.
